Growth percent in the NCI-60 one-dose screen (48 h, 10 µM unless noted): 100 = growth as untreated, 0 = no growth, -100 = all killed.
LOX IMVI: LOX IMVI melanoma; actives 7.4% (n = 79,000)
MALME-3M: MALME-3M melanoma; actives 5.8% (n = 78,000); AID 1794766
SK-MEL-28: SK-MEL-28 melanoma; actives 4.1% (n = 81,000); AID 1794761
MDA-MB-435: MDA-MB-435 melanoma. actives 7.8% (n = 82,000). AID 1794794
SK-MEL-2: SK-MEL-2 melanoma; actives 4.7% (n = 77,000)
SK-MEL-5: SK-MEL-5 melanoma; AID 1794755; actives 6.4% (n = 80,000)
UACC-62: UACC-62 melanoma; actives 5.4% (n = 81,000)
UACC-257: UACC-257 melanoma | actives 4.4% (n = 78,000) | AID 1794764
Starred values were filed as active, the others as inactive; & = joins results of further samples. Rule for the calls: active = growth percent below 10; inactive = the rest.

A first look:
`C[N+](C)(C)CC(=O)N/N=C/c1ccc(Cl)cc1` gave LOX IMVI 100, MALME-3M 111, SK-MEL-28 115, MDA-MB-435 101, SK-MEL-2 124, SK-MEL-5 101, UACC-62 110 and UACC-257 103.
For COc1ccccc1OCC(=O)N1CCCCCC1 the results were LOX IMVI 94, MALME-3M 89, SK-MEL-28 101, MDA-MB-435 101, SK-MEL-2 114, SK-MEL-5 100, UACC-62 99 and UACC-257 93.

The whole of this part, previewed entries included:
`C[N+](C)(C)CC(=O)N/N=C/c1ccc(Cl)cc1` gave LOX IMVI 100, MALME-3M 111, SK-MEL-28 115, MDA-MB-435 101, SK-MEL-2 124, SK-MEL-5 101, UACC-62 110 and UACC-257 103.
For COc1ccccc1OCC(=O)N1CCCCCC1 the results were LOX IMVI 94, MALME-3M 89, SK-MEL-28 101, MDA-MB-435 101, SK-MEL-2 114, SK-MEL-5 100, UACC-62 99 and UACC-257 93.
`CCCCCCCCCCOC(=O)c1nn(C(C)=O)c2cc(C)c(C)cc12` gave LOX IMVI 88, MALME-3M 104, SK-MEL-28 109, MDA-MB-435 100, SK-MEL-2 104, SK-MEL-5 100, UACC-62 93 and UACC-257 96.
CC1=NN(c2ccc(/C=C/c3ccc(NC(=O)Nc4ccc(/C=C/c5ccc(N6N=C(C)C(N=Nc7ccccc7C(=O)O)C6=O)cc5S(=O)(=O)O)c(S(=O)(=O)O)c4)cc3S(=O)(=O)O)c(S(=O)(=O)O)c2)C(=O)C1N=Nc1ccccc1C(=O)O (configuration not stated) was read as LOX IMVI 66, MALME-3M 84, SK-MEL-28 98, MDA-MB-435 112, SK-MEL-2 105, SK-MEL-5 97, UACC-62 108 and UACC-257 108.
`COc1cc(CNC(=O)CCCC/C=C/C(C)C)ccc1OCc1cn(-c2ccccc2OC)nn1` gave LOX IMVI 86, MALME-3M 106, SK-MEL-28 116, MDA-MB-435 110, SK-MEL-2 90, SK-MEL-5 84, UACC-62 75 and UACC-257 85.
Cc1cc(O)c(C(C)C)cc1S(=O)(=O)O was read as LOX IMVI 114&93&97, MALME-3M 98&129&138, SK-MEL-28 107&97&110, MDA-MB-435 108&114&110, SK-MEL-2 90&98&84, SK-MEL-5 105&99&107, UACC-62 109&89&112 and UACC-257 110&101&120.
`Cc1ccc(C(=O)COC(=O)c2ccc3c(c2)C(=O)N(c2cccc4ncccc24)C3=O)cc1` gave LOX IMVI 102, MALME-3M 103, SK-MEL-28 114, MDA-MB-435 104, SK-MEL-2 98, SK-MEL-5 104, UACC-62 101 and UACC-257 92.
NC(=O)Nc1ccccc1 was read as LOX IMVI 105, SK-MEL-28 118, MDA-MB-435 113, SK-MEL-2 106, SK-MEL-5 103, UACC-62 109 and UACC-257 91.
CC(CC#N)OC(=O)c1cccc([N+](=O)[O-])c1 (configuration not stated) was read as LOX IMVI 97, MALME-3M 98, SK-MEL-28 105, MDA-MB-435 102, SK-MEL-2 97, SK-MEL-5 104 and UACC-62 101.
`CCc1c(O)c2cccc3c2n(c1=O)CC3` gave LOX IMVI 92, MALME-3M 94, SK-MEL-28 109, MDA-MB-435 105, SK-MEL-2 103, SK-MEL-5 101, UACC-62 99 and UACC-257 103.
For COc1ccc(Nc2nc(NCc3ccccc3)c3ccccc3n2)cc1 the results were LOX IMVI 47, MALME-3M 40, SK-MEL-28 68, MDA-MB-435 84, SK-MEL-2 63, SK-MEL-5 64, UACC-62 65 and UACC-257 76.
COc1cc2ncnc(Nc3ccc(F)c(Cl)c3)c2cc1OCC(=O)N1CCN(c2ccc([N+](=O)[O-])cc2)CC1 was read as LOX IMVI 96, MALME-3M 89, SK-MEL-28 100, MDA-MB-435 100, SK-MEL-2 107, SK-MEL-5 101, UACC-62 91 and UACC-257 102.
Cc1ccc(NN)c(Br)c1 was read as LOX IMVI 115, MALME-3M 103, SK-MEL-28 108, MDA-MB-435 112, SK-MEL-2 103, SK-MEL-5 102, UACC-62 92 and UACC-257 119.
`N[C@@H](CCC(=O)N[C@@H](CS)C(=O)NCC(=O)O)C(=O)O` gave LOX IMVI 92, SK-MEL-28 120, MDA-MB-435 113, SK-MEL-2 112, SK-MEL-5 104, UACC-62 101 and UACC-257 112.
COc1cccc2c(N)cccc12 was read as LOX IMVI 93, MALME-3M 103, SK-MEL-28 111, MDA-MB-435 105, SK-MEL-2 87, SK-MEL-5 101, UACC-62 102 and UACC-257 99.
`O=C(CSc1nc2ccccc2c(=O)n1-c1ccc(Cl)c(Cl)c1)Nc1ccc(S(=O)(=O)Nc2ccc(Cl)nn2)cc1` gave LOX IMVI 97, MALME-3M 99, SK-MEL-28 96, MDA-MB-435 98, SK-MEL-2 103, SK-MEL-5 100, UACC-62 85 and UACC-257 94.
`Cc1ccc(-n2cc(-c3ccccc3)c3c(SCC(=O)N/N=C/c4ccc(N(C)C)cc4)ncnc32)cc1` gave LOX IMVI 90, MALME-3M 102, SK-MEL-28 106, MDA-MB-435 107, SK-MEL-2 103, SK-MEL-5 87, UACC-62 92 and UACC-257 101.
O=C(N/N=C/c1ccc([N+](=O)[O-])o1)c1ccc(O)cc1 was read as LOX IMVI 13, MALME-3M -35*, SK-MEL-28 78, MDA-MB-435 -80*, SK-MEL-2 24, SK-MEL-5 2.6*, UACC-62 47 and UACC-257 17.
`COC(=O)[C@]12CC[C@@H](C)[C@H](C)[C@@H]1C1=CC[C@@H]3[C@@](C)(CC#N)C4=C(C[C@@]3(C)[C@]1(C)CC2)OC[C@]4(C)C=O` gave LOX IMVI -99*, MALME-3M -17*, SK-MEL-28 -20*, MDA-MB-435 3.0*, SK-MEL-2 -40* and SK-MEL-5 -89*.
For CC(C)c1ccc2c(N)c(C(=O)Nc3ccc(C(F)(F)F)cn3)sc2n1 the results were MALME-3M 63, SK-MEL-28 77, MDA-MB-435 55, SK-MEL-2 78, SK-MEL-5 5.0*, UACC-62 70 and UACC-257 60.
S=C(S)Nc1ccccc1 was read as LOX IMVI 102&97, MALME-3M 116, SK-MEL-28 115&104, MDA-MB-435 107&102, SK-MEL-2 102, SK-MEL-5 107&102, UACC-62 107&94 and UACC-257 114&99.
`COC(=O)c1ccc(-c2ccccc2Oc2ccc3nnc(Cl)n3n2)cc1` gave LOX IMVI 90, MALME-3M 100, SK-MEL-28 99, MDA-MB-435 93, SK-MEL-2 116, SK-MEL-5 93, UACC-62 79 and UACC-257 107.
Screening CCCCCCCCCCCCCCCCCc1nc(-c2cc(OC)c(OC)c(OC)c2)no1 returned MALME-3M 110, SK-MEL-28 106, MDA-MB-435 103, SK-MEL-2 112, SK-MEL-5 102, UACC-62 91 and UACC-257 105.
`CC(=O)c1ccc(NC(=O)CSc2nnc(-c3ccc(-c4nc5ccccc5[nH]4)cc3)o2)cc1` gave LOX IMVI 88, MALME-3M 85, SK-MEL-28 101, MDA-MB-435 93, SK-MEL-2 117, SK-MEL-5 76, UACC-62 87 and UACC-257 104.
For Cc1ccc(N(CC(=O)Nc2ccc(S(=O)(=O)N3CCOCC3)cc2)S(=O)(=O)c2ccc(Cl)cc2)cc1 the results were LOX IMVI 90, MALME-3M 93, SK-MEL-28 99, MDA-MB-435 101, SK-MEL-2 100 and SK-MEL-5 91.
`CC12CCC(=O)C=C1C(O)CC1C2CCC2(C)C1CCC2(O)C(=O)CO` (configuration not stated) gave LOX IMVI 103, SK-MEL-28 122, MDA-MB-435 112, SK-MEL-2 102, SK-MEL-5 100, UACC-62 106 and UACC-257 102.
COc1ccc(-c2nc3ccccc3c3[nH]c(C)c(C(C)=O)c23)c(O)c1 was read as LOX IMVI 93, MALME-3M 81, SK-MEL-28 95, MDA-MB-435 82, SK-MEL-2 108, SK-MEL-5 84, UACC-62 54 and UACC-257 102.
`Cc1ccc(S(=O)(=O)c2nc(S(=O)(=O)c3ccc(C)cc3)c(NCc3ccccc3)s2)cc1` gave LOX IMVI 95, MALME-3M 95, SK-MEL-28 105, MDA-MB-435 100, SK-MEL-2 100, SK-MEL-5 99, UACC-62 90 and UACC-257 110.
`COC(=O)C12C3C(=O)N(c4ccccc4)C(=O)C3C(c3cn(-c4ccccc4)nc3C)N1[C@H](c1cn(-c3ccccc3)nc1C)[C@@H]1C(=O)N(c3ccccc3)C(=O)[C@@H]12` (some centres not stated) gave LOX IMVI 75, MALME-3M 116, SK-MEL-28 100, MDA-MB-435 96, SK-MEL-2 99, SK-MEL-5 103, UACC-62 95 and UACC-257 90.
`O=C1CCN=C2C=CC(Cl)=CN12` gave LOX IMVI 97, MALME-3M 98, SK-MEL-28 108, MDA-MB-435 104, SK-MEL-2 109, SK-MEL-5 105, UACC-62 113 and UACC-257 109.
For CS/C(N)=N\S(=O)(=O)c1ccc(NC(C)=O)cc1 the results were LOX IMVI 101, MALME-3M 120, SK-MEL-28 100, MDA-MB-435 102, SK-MEL-2 92, SK-MEL-5 111, UACC-62 92 and UACC-257 100.
Screening CC(=O)c1cc(C(=O)N2c3ccccc3Sc3ccccc32)n2c1ccc1ccccc12 returned LOX IMVI 59, MALME-3M 62, SK-MEL-28 61, MDA-MB-435 3.1*, SK-MEL-2 38, SK-MEL-5 44, UACC-62 34 and UACC-257 52.
`NC1=NC(=O)c2c3c(nc(N)c21)CCCCC3` gave LOX IMVI 97, MALME-3M 120, SK-MEL-28 98, MDA-MB-435 108, SK-MEL-2 114, SK-MEL-5 102, UACC-62 83 and UACC-257 113.
Screening CCOc1ccc(-c2nc3ccc(-c4nc5ccc(N6CCN(CCNC(C)=O)CC6)cc5[nH]4)cc3[nH]2)cc1 returned LOX IMVI 97, MALME-3M 28, SK-MEL-28 66, MDA-MB-435 82, SK-MEL-2 90, SK-MEL-5 77, UACC-62 63 and UACC-257 97.
`O=C1CCc2c(sc3[nH]c(=S)n(-c4cccc(Cl)c4)c(=O)c23)C1` gave LOX IMVI 97, MALME-3M 102, SK-MEL-28 103, MDA-MB-435 98, SK-MEL-2 108, SK-MEL-5 94, UACC-62 74 and UACC-257 107.
For O=CN1N=C(c2ccc(Cl)cc2)CC1c1cn(Cc2ccc(Cl)cc2)c2ccccc12 (configuration not stated) the results were LOX IMVI 91, MALME-3M 73, SK-MEL-28 87, MDA-MB-435 92, SK-MEL-2 94, SK-MEL-5 80, UACC-62 62 and UACC-257 73.
`CN(C)CCCn1c2nc(=O)[nH]c(=O)c-2nc2cc(Cl)c(Cl)cc21` gave LOX IMVI 41, MALME-3M 106, SK-MEL-28 106, MDA-MB-435 106, SK-MEL-2 112, SK-MEL-5 78, UACC-62 98 and UACC-257 42.
For O=C1CCN(c2nc(CO)ncc2-c2ccc(C(F)(F)F)cc2)CC1 the results were LOX IMVI 98, MALME-3M 105, SK-MEL-28 107, MDA-MB-435 101, SK-MEL-5 94, UACC-62 95 and UACC-257 103.
`CN(C)S(=O)(=O)c1ccc(N)cc1` gave LOX IMVI 102, MALME-3M 108, SK-MEL-28 108, MDA-MB-435 99, SK-MEL-2 115, SK-MEL-5 102, UACC-62 105 and UACC-257 98.
For CCOC(=O)c1cc(/C(=N/O)c2cc(OC)c(OC)c(OC)c2Br)n2cc(C)cc(C)c12 the results were LOX IMVI 66, MALME-3M 70, SK-MEL-28 71, MDA-MB-435 79, SK-MEL-2 84, SK-MEL-5 75, UACC-62 60 and UACC-257 95.

A draw from above in order of length of the SMILES, low to high.
`CN(C)S(=O)(=O)c1ccc(N)cc1` gave LOX IMVI 102, MALME-3M 108, SK-MEL-28 108, MDA-MB-435 99, SK-MEL-2 115, SK-MEL-5 102, UACC-62 105 and UACC-257 98.
`NC1=NC(=O)c2c3c(nc(N)c21)CCCCC3` gave LOX IMVI 97, MALME-3M 120, SK-MEL-28 98, MDA-MB-435 108, SK-MEL-2 114, SK-MEL-5 102, UACC-62 83 and UACC-257 113.
For O=CN1N=C(c2ccc(Cl)cc2)CC1c1cn(Cc2ccc(Cl)cc2)c2ccccc12 (configuration not stated) the results were LOX IMVI 91, MALME-3M 73, SK-MEL-28 87, MDA-MB-435 92, SK-MEL-2 94, SK-MEL-5 80, UACC-62 62 and UACC-257 73.

Other compounds.
`CC(=O)c1c(O)c(C)c(O)c2c1OC1=Cc3c(c(C)nn3-c3ccccc3)C(=O)C12C` (configuration not stated) gave LOX IMVI 91, MALME-3M 116, SK-MEL-28 113, MDA-MB-435 99, SK-MEL-2 106, SK-MEL-5 98, UACC-62 97 and UACC-257 105.
`Cc1cc(-c2cc(C)nc(N)n2)nc(N)n1` gave LOX IMVI 100, MALME-3M 89, SK-MEL-28 106, MDA-MB-435 106, SK-MEL-2 124, SK-MEL-5 100, UACC-62 97 and UACC-257 98.
Screening C=C(C)[C@@H]1CC[C@]2(C#N)CC[C@]3(C)[C@H](CC[C@@H]4[C@@]5(C)CCC(=O)C(C)(C)[C@@H]5CC[C@]43C)[C@@H]12 returned LOX IMVI 96, MALME-3M 92, SK-MEL-28 103, MDA-MB-435 96, SK-MEL-2 109, SK-MEL-5 98, UACC-62 81 and UACC-257 93.
`O=C(c1nc2ccccc2[nH]1)C1C(c2ccc(Cl)cc2)C2CC3CCCC[C@H]3N2[C@@]12C(=O)Nc1cc(Cl)ccc12` (some centres not stated) gave LOX IMVI 35, MALME-3M 44, SK-MEL-28 72, MDA-MB-435 25, SK-MEL-2 67, SK-MEL-5 50, UACC-62 59 and UACC-257 46.
For O=C(Nc1cccc2[nH]c(C(F)(F)F)nc12)c1cc(Cl)ccc1Cl the results were LOX IMVI 38, MALME-3M 16, SK-MEL-28 44, MDA-MB-435 33, SK-MEL-2 -4.5*, SK-MEL-5 -48*, UACC-62 21 and UACC-257 29.
For C/C(=N\Nc1ccccc1C(=O)O)C(=O)O the results were LOX IMVI 98, MALME-3M 117, SK-MEL-28 111, MDA-MB-435 112, SK-MEL-2 115, SK-MEL-5 101, UACC-62 106 and UACC-257 107.

Assay outcomes from PubChem BioAssay.
